# Screening results: PubChem BioAssay, The Scripps Research Institute Molecular Screening Center
# pPAFAH FP inh: pPAFAH (human) enzyme inhibition. Q13093. recombinant pPAFAH, FP-rhodamine probe fluorescence polarization. inhibition, % at 3.39 µM. 1.5% of 330,000 active. AID 463082;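 active = inhibition above the mean inhibition across the screen plus 3 SD, cut at about 25% in these data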;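 note: inhibitors block binding of the rhodamine activity-based probe so polarization drops; 0% = enzyme with DMSO and 100% = wells lacking pPAFAH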
# PME-1 primary: PME-1 (human) inhibition; Q9Y570; recombinant PME-1, FP-Rh probe fluorescence polarization; AID 2130; inhibition, % at 5.9 µM; 0.53% of 320,000 active;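 active = inhibition above the campaign mean of all compounds plus 3 SD, cut at about 26% in these data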;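 note: competitive labeling of PME-1 active site by serine hydrolase directed probe; 0% = PME-1 with DMSO and 100% = wells lacking PME-1 enzyme; inhibitors block probe labeling so polarization falls and inhibition rises; many of its hits are not listed in these tables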
# Target sequence (Q9Y570 whole entry, looked up): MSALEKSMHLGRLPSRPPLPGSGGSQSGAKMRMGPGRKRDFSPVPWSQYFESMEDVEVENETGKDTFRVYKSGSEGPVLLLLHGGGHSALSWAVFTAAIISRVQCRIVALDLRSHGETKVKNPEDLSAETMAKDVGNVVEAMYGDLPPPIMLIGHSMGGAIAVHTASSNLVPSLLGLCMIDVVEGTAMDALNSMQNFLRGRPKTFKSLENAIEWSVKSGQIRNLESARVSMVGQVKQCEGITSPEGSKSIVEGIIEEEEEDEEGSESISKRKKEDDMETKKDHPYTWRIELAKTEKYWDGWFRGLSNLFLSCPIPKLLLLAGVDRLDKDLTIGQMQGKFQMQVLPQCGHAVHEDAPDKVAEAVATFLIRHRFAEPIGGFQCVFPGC
# PAD4 FP inh: PAD4 (human) enzyme inhibition; Q9UM07; recombinant PAD4, RCA probe fluorescence polarization; inhibition, % at 6.36 µM; 0.41% of 330,000 active;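 active = percent inhibition above a cutoff equal to the mean of all tested compounds plus 3 SD, cut at about 15% in these data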;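 note: 0% = PAD4 with RCA probe and DMSO and 100% = probe without PAD4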
# PAFAH1B2 FP inh: PAFAH1B2 (human) inhibition; P68402; recombinant PAFAH1B2, FP-rhodamine activity probe, fluorescence polarization; inhibition, % at 3.39 µM; 1.2% of 340,000 active;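 active = inhibition above the mean of all tested compounds plus 3 SD, cut at about 24% in these data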;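 note: 0% = enzyme with DMSO and 100% = wells lacking PAFAH1B2; many of its hits are not listed in these tables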
# PAFAH1B3 FP inh: blocks human PAF acetylhydrolase 1B catalytic subunit 3 | recombinant PAFAH1B3, FP-rhodamine probe, fluorescence polarization | 0.28% of 340,000 active | inhibition, % at 3.39 µM;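 active = inhibition above the screen-wide average of all tested compounds plus 3 SD, cut at about 25% in these data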;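 note: 0% = enzyme with DMSO only and 100% = wells lacking PAFAH1B3 protein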
# Target sequence (Q15102 whole entry, looked up): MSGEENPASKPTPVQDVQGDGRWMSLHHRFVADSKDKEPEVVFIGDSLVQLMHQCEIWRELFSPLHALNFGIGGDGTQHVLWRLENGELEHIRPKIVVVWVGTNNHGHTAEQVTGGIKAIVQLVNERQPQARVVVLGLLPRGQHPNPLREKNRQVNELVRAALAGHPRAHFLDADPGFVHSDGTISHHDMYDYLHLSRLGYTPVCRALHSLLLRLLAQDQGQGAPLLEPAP
# Fam108B counter: counter-screen for RBBP9 inhibitors: inhibitors of mouse Fam108B; recombinant Fam108B, FP-Rh probe fluorescence polarization; AID 1947; inhibition, % at 9.51 µM; 0.33% of 300,000 active;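 active = inhibition above the screen mean inhibition plus 3 SD, computed separately per campaign, cut at about 18% in these data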;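 note: inhibitors lower polarization as less probe binds the enzyme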
# LYPLA1 counter: counter-screen for PME1 inhibitors: inhibitors of human LYPLA1 | recombinant LYPLA1, FP-Rh probe fluorescence polarization | inhibition, % at 5.9 µM | AID 2174 | 0.16% of 320,000 active | O75608;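 active = inhibition above the mean of all tested compounds plus 3 SD, set per campaign, cut at about 14% in these data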;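 note: inhibitors block serine hydrolase probe labeling of LYPLA1 so polarization falls; 0% = enzyme with DMSO and 100% = wells lacking LYPLA1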
# Target sequence (O75608 whole entry, looked up): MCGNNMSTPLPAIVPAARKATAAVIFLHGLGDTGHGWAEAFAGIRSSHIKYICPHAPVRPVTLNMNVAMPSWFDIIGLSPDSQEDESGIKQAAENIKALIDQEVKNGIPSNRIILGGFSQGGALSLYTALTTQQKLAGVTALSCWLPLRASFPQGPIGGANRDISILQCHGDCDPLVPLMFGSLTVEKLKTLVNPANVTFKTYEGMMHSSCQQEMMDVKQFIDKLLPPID
# PAFAH2 FP inh: PAFAH2 (human) inhibition | AID 492956 | Q99487 | 0.99% of 340,000 active | recombinant PAFAH2, FP-rhodamine activity probe, fluorescence polarization | inhibition, % at 3.39 µM;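 active = inhibition above the mean over all tested compounds plus 3 SD, cut at about 30% in these data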;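 note: inhibitors block probe labeling of enzyme so polarization drops; 0% = enzyme with DMSO and 100% = wells lacking PAFAH2 protein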
# GSTO1 counter: blocks human GSTO1 in RBBP9 counter-screen; recombinant GSTO1, activity-based probe fluorescence polarization; inhibition, % at 5.96 µM; P78417; 1.1% of 300,000 active;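 active = inhibition above the campaign mean inhibition plus 3 SD, cut at about 35% in these data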;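 note: 0% = GSTO1-1 with DMSO and 100% = wells lacking GSTO1-1 enzyme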
# Starred values were filed as active, the others as inactive; . = not tested or not shown; & = joins results of further samples. These rows are one share of the data; count on the stated rates, not on these rows.
SMILES	pPAFAH FP inh	PME-1 primary	PAD4 FP inh	PAFAH1B2 FP inh	PAFAH1B3 FP inh	Fam108B counter	LYPLA1 counter	PAFAH2 FP inh	GSTO1 counter
COc1ccccc1CNC(=O)C(=O)NCC1CCCO1 (centres undefined)	-2	-6	-3	5	9	5	3	3	-7
CCOc1cc(OCC)cc(C(=O)Nc2cccnc2)c1	1	8	2	2	-2	-2	-8	4	4
Cc1nnc(-c2ccc(Oc3ccc(Br)cc3)c([N+](=O)[O-])c2)o1	16	-3	-7	8	-14	0	1	-3	2
CCN(CC)c1ccc(NC(=O)COC(=O)COc2ccccc2[N+](=O)[O-])cc1	8	-6	-3	3	3	8	3	-2	5
O=C(CN(C(=O)c1csnn1)c1cccc(C(F)(F)F)c1)NC1CCCC1	-4	-7	-2	4	4	0	0	8	13
CCn1c(C(=O)N2CCC(C(=O)N3CCN(c4ccccn4)CC3)CC2)cc2sccc21	0	-1	-2	3	7	1	-1	4	2
CCOC(=O)n1ccc(C(=O)Nc2ccccc2F)n1	-1	3	2	-1	14	-1	2	15	0
COc1cc(/C=C/C(=O)OCC(=O)Nc2cc(S(=O)(=O)N3CCOCC3)ccc2Cl)cc(OC)c1OC	0	.	-2	2	2	.	.	18	.
Cc1onc(-c2ccccc2)c1C(=O)NCc1cccc(Cl)c1	4	0	-4	3	2	0	1	-2	0
COc1ccc(NC(=O)COC(=O)CN2C(=O)NC(C)(C)C2=O)cc1	0	4	1	4	0	.	6	-20	.
Cc1nc2ccccc2n1S(=O)(=O)N(C)C	3	-3	-8	6	4	-1	-3	6	5
O=C(Nc1ccc(NC(=O)C2CCCCC2)nc1)c1cccs1	5	-2	-3	2	8	-2	0	8	-5
c1ccc(CCNc2ncnc3c2nnn3Cc2ccccc2)cc1	5	1	-1	0	5	-3	-4	17	-2
CC(C)c1ccc(NC(=S)Nc2ccc3cn[nH]c3c2)cc1	4	13	-12	4	6	0	1	0	16
Cc1cccc(N2CCN(S(=O)(=O)c3ccc(-c4coc(C)n4)cc3)CC2C)c1 (centres undefined)	3	-1	3	1	6	0	0	2	-3
CNC(=S)NNC(=O)c1sc(-c2cc(C)on2)nc1C	3	-3	-1	.	.	2	1	.	1
Cc1ccc(O)c(N=Cc2ccc(C)s2)c1	0	1	-12	-2	3	1	2	-2	20
COc1ccc(OC)c(/C(O)=C/C(=O)C(=O)Nc2cc(C)ccc2OC)c1	2	0	2	2	3	-2	1	10	-4
Cc1n[nH]c(C)c1S(=O)(=O)N(C)Cc1ccco1	2	-1	4	2	4	.	-2	4	.
N=C1/C(=C/c2ccco2)C(=O)N=C2SC(CC(=O)N3CCCC3)=NN12	20	-12	-5	1	3	0	-2	15	-1
O=C1OCCC1Sc1nnc(-c2ccc3c(c2)OCO3)n1-c1ccccc1 (centres undefined)	2	3	4	1	4	-1	6	2	-2
CCN(CC)CCOC(=O)c1ccc(N/C=C(/C#N)c2nc(-c3ccc(OC)c(OC)c3)cs2)cc1	6	-9	-5	-1	-4	-6	-2	-3	7
CCOC(=O)C1=C(CCc2ccccc2)NC(=O)NC1c1ccc(C#N)cc1 (centres undefined)	7	-2	-4	4	13	-6	0	-13	1
CCOC(=O)Cc1csc(N/N=C\c2ccc(N(C)C)cc2)n1	-5	7	-3	3	2	-2	-3	-7	-1
O=C(NCC1CCCO1)c1cc2nc(-c3ccco3)cc(C(F)(F)Cl)n2n1 (centres undefined)	0	-7	4	4	12	1	-5	7	5
Cc1ccc(N=Cc2ccc[nH]2)c(O)c1	14	7	-18	1	-1	5	-2	6	38*
O=C(NC(=S)Nc1cc(S(=O)(=O)N2CCOCC2)ccc1N1CCOCC1)c1ccco1	-4	4	-3	1	-6	-4	-2	9	0
CN(C)CC/C=C1/c2ccccc2Sc2ccc(Cl)cc21	1&-1	9&-3	3&4	6	3	1&2	-1&-1	-3	4&3
CC(C)NS(=O)(=O)c1ccc(OCC(=O)Nc2ccc3c(c2)OCO3)cc1	3	-6	3	0	4	2	2	6	8
O=C(c1ccccc1)N1CCCCC(Cl)C1=O (centres undefined)	4	3	0	7	-12	4	-2	4	2
Cc1ccccc1N1CCN(Cc2c(C#N)c3ccccc3n2C)CC1	-2	-11	1	-1	0	1	-2	-8	4
O=C(COc1ccccc1)Nc1ccc(N2CCN(C(=O)c3cccs3)CC2)cc1	-1	-6	-4	1	5	-2	2	-9	-1
CCOC(=O)c1c(NC(=O)CSc2nccn2C)sc(C(=O)NC)c1C	2	0	-1	2	9	1	0	2	9
CCOC(=O)CCN(Cc1cccs1)S(=O)(=O)c1ccc(F)cc1	13	3	-1	4	5	6	1	2	38*
Cc1scc(C(=O)N/N=C/c2ccc(Cl)s2)c1C	6	-3	0	2	9	-2	-3	-6	-5
CCc1ccc(CN2CCN(S(=O)(=O)Cc3ccccc3)CC2)cc1	3	-1	3	1	-8	-5	0	-4	12
CN(CC(=O)Nc1cccc(F)c1)C(=O)CSc1ccccc1	17	3	-4	4	7	3	4	14	3
Cc1ccccc1NCC(=O)N/N=C/c1ccc([N+](=O)[O-])cc1	-5	2	-2	0	2	-7	5	11	-5
CCc1cccc(C)c1NC(=S)N(CCCN1CCN(C)CC1)Cc1cccs1	3	-1	-5	-3	7	-2	0	2	4
CC1CC(C)CN(S(=O)(=O)CCNC(=O)c2ccccc2)C1 (centres undefined)	3	-9	-3	7	1	1	3	4	-5
Cc1ccc(F)cc1NC(=O)CCC(=O)c1cccs1	1	-8	2	5	3	-1	2	-6	6
COc1ccccc1CNC(=O)CN1C(=O)N(C)C2(CCCCC2)C1=O	-3	1	1	-1	8	.	-2	2	.
O=C1CC(N(C(=O)c2ccco2)c2ccc(F)cc2)C(=O)N1c1ccc(F)cc1 (centres undefined)	1	0	4	4	8	-1	4	-2	3
CC(c1ccco1)N(C(=O)c1cccs1)c1ccccn1 (centres undefined)	-3	-4	-4	2	1	-2	-1	-4	3
CC(C)c1ccccc1-n1c(-c2cccnc2)n[nH]c1=S	3	1	-1	1	5	-2	0	3	7
COc1ccc(C(=O)NC(Cn2ccnc2)C(C)(C)C)cc1OC1CCN(C(C)C)CC1 (centres undefined)	2	-6	0	-1	11	-1	1	5	3
O=C(NC1CCCCC1)NC1CCN(S(=O)(=O)c2ccc3c(c2)OCCO3)CC1	4	2	1	0	-3	0	1	-3	-3
Cc1ccccc1NC(=O)C(C)OC(=O)CCC(=O)N(CC(C)C)c1c(N)n(CC(C)C)c(=O)[nH]c1=O (centres undefined)	-1	-3	3	1	4	0	-3	-2	-3
COC(=O)c1ccc(OC(=O)CS(=O)c2ccccc2[N+](=O)[O-])cc1 (centres undefined)	-2	1	-7	3	-6	7	1	0	5
COCCNC(=O)COc1cccc2c1OC(C)(C)C2	5	-2	-3	3	15	8	1	0	0
c1ccc(CSc2nnnn2-c2ccc3c(c2)OCCO3)nc1	0	1	-1	6	9	5	0	-3	4
COC(=O)c1cccc(NC(=S)N2CCN(C)CC2)c1	1	1	1	8	4	-1	-1	8	3
O=S(=O)(/C=C/c1ccccc1)N1CCN(c2ccc(F)cc2)CC1	0	4	0	4	-2	2	2	1	7
CC(C)(C)n1nnnc1C(c1cccnc1)N1CCN(C(=O)c2ccco2)CC1 (centres undefined)	1	-3	-1	4	6	5	3	2	3
COc1ccc(C(=O)N2CCN(CCc3ccccn3)CC2)cc1	4	1	1	0	11	3	2	-6	-3
O=C(CN1CCN(c2ccc(F)cc2)CC1)Nc1ccccc1C(=O)NCCc1ccccc1	8	-6	-2	0	2	.	-4	8	.
O=C(NCC1CCCO1)c1ccc(OC2CCN(C(=O)C3CC3)CC2)cc1 (centres undefined)	6	6	0	-3	12	1	3	6	6
CCS(=O)(=O)Nc1ccc(C2=NN(C(=S)Nc3ccccc3)C(c3ccco3)C2)cc1 (centres undefined)	8	2	0	-2	-4	3	-9	-21	-7
Cc1ccc(C(=O)Nc2sc(C)c(C)c2C(=O)c2ccccc2)cc1	0	-14	3	-1	6	-3	1	-1	6
COc1ccc(-c2cc3nc(C)c(CCC(=O)NCc4ccc(F)cc4)c(C)n3n2)c(OC)c1	5	0	-3	5	2	-5	-2	0	-7

# The listing continues.
SMILES	pPAFAH FP inh	PME-1 primary	PAD4 FP inh	PAFAH1B2 FP inh	PAFAH1B3 FP inh	Fam108B counter	LYPLA1 counter	PAFAH2 FP inh	GSTO1 counter
Cc1cccc(NC(=O)COc2coc(CN3CCc4ccccc4C3)cc2=O)c1	7	7	-5	5	6	0	1	-1	-1
O=C(CN1CCSC1=O)N1CCN(S(=O)(=O)c2ccc(Cl)cc2)CC1	2	11	0	19	-2	.	-2	-2	.
N#Cc1ccccc1NC(=O)CSc1cn[nH]n1	-6	-9	0	2	12	1	-2	-4	12
C#CCN1c2ccccc2Sc2cccnc21	10	29*	2	10	15	12	17*	7	18
CC(=O)c1cccc(NC(=O)c2csc3c2CCCCC3)c1	-1	0	-5	3	-3	-3	0	0	-1
CN1CCN(c2ccc(NC(=S)NC(=O)c3cccc4ccccc34)cc2)CC1	7	5	-3	7	11	0	5	9	3
CCN(CC)C(=O)Oc1ccc2oc(=O)cc(-c3cc4cccc(OC)c4o3)c2c1	6	1	-4	-1	-4	-11	-7	5	-15
CCCCOC(=O)c1ccc(NC(=O)c2cc(Cl)c(Cl)cc2C(=O)O)cc1	-7	-5	-8	0	-6	-2	2	2	-17
Cn1c(NCc2ccco2)nc2c1c(=O)n(Cc1ccc(Br)cc1)c(=O)n2C	7	10	4	-1	7	0	2	10	4
Cc1oc2cc3oc(=O)c(CCC(=O)NCCC(=O)O)c(C)c3cc2c1C	-3	-6	-18	5	2	-2	-6	3	5
Nc1nc(SCc2ccccc2)n[nH]1	47*	-4	0	2	-4	-2	-3	0	14
COc1ccc(-c2cc(=O)oc3cc(OCC(=O)N4C[C@H]5C[C@@H](C4)c4cccc(=O)n4C5)ccc23)cc1	5	16	-3	5	-3	1	-1	-3	0
Cc1cc(C)cc(-n2cnc3cc(C(=O)O)ccc32)c1	-1	0	1	-1	3	7	0	-1	1
O=C(N/N=C/c1ccc(O)c(O)c1)c1cccc(S(=O)(=O)N2CCCC2)c1	6	-8	6	-2	12	4	-1	5	67*
CCCOc1cccc(C(=O)N/N=C/c2ccoc2)c1	-3	-5	-5	3	11	3	0	6	3
Cc1ccc(NC(=S)N2CCN(C)CC2)c(C)c1	-4	-4	-8	6	3	2	0	7	3
O=C(CSc1n[nH]c(-c2ccccn2)n1)Nc1ccccc1F	5	-2	-5	7	2	0	0	-3	5
Fc1ccc(NC(=S)Nc2ccc(Br)cc2)cc1	-2	2	3	-2	7	8	-3	0	7
CC(C)C[C@@H](NC(=O)[C@H]1CCCN1C(=O)Cc1ccccc1)C(N)=O	-2	0	1	2	6	1	1	-2	1
COCCN1CCN(C(=O)c2cc(COc3ccc(F)cc3Cl)on2)CC1	3	-2	-1	6	11	-3	1	0	16
